DENV2 CPE rescue: DENV2-induced cell death inhibition | DENV2-infected cells, cytopathic effect rescue, plate reader | CPE inhibition, % at 9.99 µM | 350,000 tested, 1.7% active | AID 651640; in the data active = CPE inhibition above about 20%, passing the limit was not always enough; inconclusive = no clear call, values can overlap the other calls; tested in BHK-21 cells;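 note: 0% = median of neutral control wells and 100% = median of positive control wells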
FN deposition inh: fibronectin deposition inhibition | AH1F fibroblasts, Alexa488-fibronectin deposition fluorescence, overnight | inhibition, % at 12.6 µM | 350,000 tested, 0.086% active | AID 743247;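 active = mean inhibition across replicates of 30% or more, regardless of how many single replicates reach that level; inconclusive = mean under 30% yet at least half of replicates reach 30%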;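 note: positive control wells lacked labelled fibronectin entirely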
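Assay system: AH1F fibroblasts assembling fluorescent fibronectin matrix; Amount: 10000 AH1F cells per well; Buffer or medium: DMEM, 2% serum; Probe or stimulus: Alexa488-fibronectin, 24 nM final in well; Doses: single compound dose, delivered by pin transfer; Incubation: 1 h adhesion, overnight exposure; Measured by: fluorescence 485/525 nm; Read-out: fibronectin deposition inhibition.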
miR122 inh: inhibitors of miR-122 in Huh7 cells. 340,000 tested, 0.3% active. AID 602342. activation (reporter increase), % at 12.5 µM. Huh7 miR-122 Renilla luciferase sensor, 48 h; neutral wells = 0, positive control = 100;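 active = mean replicate activation score at least 90 and every replicate individually at or above 90; inconclusive = only one of the two criteria met; inactive = neither criterion met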;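 note: higher luciferase means less miR-122 activity so hits act as miR-122 inhibitors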
PAX8 reporter: PAX8 transcriptional activity inhibition. 360,000 tested, 1.2% active. RMG-I TPO-luciferase reporter, SteadyGlo, 24 h. AID 652154. inhibition, % at 12.6 µM;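 active = mean replicate inhibition at least 60% with every replicate also reaching 60%; inconclusive = only one of the two criteria is met; inactive = mean below 60% and not all replicates reaching 60%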;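 note: luciferase light reporting Pax8 driven TPO promoter activity; plate controls were median of neutral control wells for no effect and mitoxantrone controls for full effect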
CFTR F508del cor: correctors of CFTR F508del function in bronchial epithelial cells. CFBE cells, YFP halide quenching; stimulated with forskolin plus potentiator P3; % fluorescence drop versus neutral controls. activity (quench increase), % at 7.58 µM. 350,000 tested, 0.36% active;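 active = mean added fluorescence quench of at least 8% versus neutral control, with both replicates also reaching 8%; inconclusive = only one of the mean or replicate conditions met; inactive = mean below 8% and not both replicates reaching 8%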;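 note: cells transiently co-express mutant CFTR-F508del with the halide-sensitive YFP; corrector assay measuring rescue of mutant channel to the surface after 24 h compound exposure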
EWS-Fli inh: inhibitors of EWS/Fli oncoprotein transcriptional activity | A673 NR0B1-luciferase reporter, viability-normalised | inhibition, % at 12.6 µM | 350,000 tested, 0.67% active | AID 651661;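 active = mean inhibition of at least 50% after viability correction, with every replicate also passing that limit; inconclusive = mean reaches 50% but only one of two replicates passes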;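 note: firefly luciferase signal divided by Alamar Blue viability fluorescence both relative to DMSO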
GSIS activator: primary screen for activators of insulin secretion dependent on glucose, INS-1E cells, GLuc reporter luminescence | INS-1E GLuc reporter insulin secretion, 2-3 h | activation, % at 16.6 µM | 370,000 tested, 0.61% active | AID 743287;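 active = lowest replicate activation of at least 40%, so every replicate reaches that level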;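 note: 0% = median of neutral control wells and 100% = median of IBMX positive control wells; some compounds called inactive have numbers as strong as hits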
Numbers without * were called inactive; ? = inconclusive; . = no result given; [ ] = another dose, or the depositor's remark.

SMILES | DENV2 CPE rescue | FN deposition inh | miR122 inh | PAX8 reporter | CFTR F508del cor | EWS-Fli inh | GSIS activator
Cc1noc(C)c1S(=O)(=O)Nc1ccc2c(c1)CC(=O)N([C@@H](C)CO)C[C@H](C)[C@H](CN(C)Cc1ccc3c(c1)OCO3)O2 | 14 | . | -5[16.7 µM] | 13 | -4.5 | 1 | -5
CC(C(=O)Nc1ccc([N+](=O)[O-])cc1)N1CCN(C/C=C/c2ccccc2)CC1 (stereo not drawn) | -7 | -5 | 1 | -1 | -1.1 | 16 | -16
Cc1ccc(S(=O)(=O)N[C@H]2CC[C@H](CC(=O)NC3CCCCC3)O[C@@H]2CO)cc1 | 9 | -9 | . | -7 | 0.0 | 2 | -2
COCC(=O)Nc1ccc(N2CCOCC2)c(S(=O)(=O)Nc2ccccc2OC)c1 | -2 | -13 | 36 | -25 | 2.9 | -16 | -12
Cc1noc(C)c1NC(=O)Nc1ccc2c(c1)C(=O)N([C@H](C)CO)C[C@@H](C)[C@H](CN(C)Cc1ccc(C(F)(F)F)cc1)OCCCC[C@@H](C)O2 | -10 | . | 3[16.7 µM] | -14 | -2.4 | 12 | -9
CC(C(=O)Nc1ccccc1-c1ccccc1)N1CCN(S(=O)(=O)c2ccccc2)CC1 (stereo not drawn) | -2 | -7 | . | -10 | . | 7 | -8
O=C(Nc1nccs1)[C@@H]1CCCN1C(=O)c1cccs1 | 3 | 2 | -2 | -8 | 1.8 | 1 | 5
CCC(=O)N1CCCCN2[C@H](CO)[C@H](c3ccc(-c4cccc(C#N)c4)cc3)[C@H]2C1 | ? | . | -6[16.7 µM] | 1 | 0.6 | -2 | 12
N#C[C@H]1[C@H](c2ccccc2)[C@H](CO)N1C(=O)CN1CCOCC1 | 19 | . | . | -18 | -1.6 | 4 | .
CCn1nc(C)cc1C(=O)N1CCc2c([nH]c3ccccc23)C1c1cc(F)ccc1F (stereo not drawn) | -3 | -6 | 8 | -64 | -4.0 | -71 | -29
CCOc1ccc(N(C)S(=O)(=O)c2cc(-c3cc(C)no3)ccc2C(C)C)cc1 | 5 | 1 | 8 | 39 | -0.6 | 11 | -27
CC(C)CNC(=O)Cn1nc(C(F)(F)F)c2c1CCCC2 | 1 | 1 | . | 11 | -1.9 | 2 | -1
Cc1ccc(-c2cnc3c(c2)C(=O)N([C@H](C)CO)C[C@@H](C)[C@H](CN(C)CC2CCCC2)O3)cc1 | 2 | -3 | -5[16.7 µM] | 11 | 0.5 | 32 | 6
Nc1nc(N)nc(-c2ccc(Oc3ccccc3)cc2)n1 | -8 | . | -1 | . | -2.8 | 8 | 15
Cc1cc(S(=O)(=O)N2CCCOC2CNC(=O)C(=O)NCc2cccs2)ccc1F (stereo not drawn) | -1 | -3 | -1 | . | -2.1 | . | -14
Cc1onc(-c2ccccc2)c1C(=O)Nc1nnc(C(C)C)s1 | 2 | . | -1 | -16 | 3.2 | -6 | -3
COC(=O)Cc1ccc(N(Cc2ccccc2F)S(=O)(=O)c2ccc(Cl)cc2)cc1 | -10 | . | . | -2 | -0.2 | 17 | 1
CC(=O)N(C)C[C@H]1Oc2ncc(-c3cncnc3)cc2C(=O)N([C@@H](C)CO)C[C@H]1C | 15 | . | -4[16.7 µM] | . | -1.1 | 1 | 8
O=C(CCC(=O)c1ccc(Oc2ccccc2)cc1)Nc1cccc(Cl)c1 | -5 | -3 | 0 | 36 | -2.4 | 1 | 12
COCC(=O)Nc1ccc2c(c1)[C@@H]1C[C@H](CC(=O)NCc3ccc(Cl)cc3)O[C@@H](CO)[C@@H]1O2 | 9 | 9 | -1[16.7 µM] | -3 | -0.5 | 0 | 3
Cc1ccc(NC2CCCN(C(=O)CCn3nccc3C)C2)cc1C (stereo not drawn) | 11 | . | -2 | -16 | -0.6 | -1 | -6
COc1ccc2[nH]cc(CCNC(=S)NC3CCCC3)c2c1 | -3 | -4 | . | 1 | 4.3 | 9 | -7
O=C(c1cc(COc2ccc(F)c(F)c2)on1)N1CCOCC1 | -6 | -4 | -5 | -84 | 0.3 | . | -11
CCCC(=O)c1ccc(N2CCCCC2)c(F)c1 | 4 | -9 | . | -69 | -2.6 | -47 | -7

A different layout for 4 compounds above:
COCC(=O)Nc1ccc2c(c1)[C@@H]1C[C@H](CC(=O)NCc3ccc(Cl)cc3)O[C@@H](CO)[C@@H]1O2
  DENV2 CPE rescue: 9	FN deposition inh: 9	miR122 inh: -1[16.7 µM]	PAX8 reporter: -3	CFTR F508del cor: -0.5	EWS-Fli inh: 0	GSIS activator: 3

Cc1ccc(NC2CCCN(C(=O)CCn3nccc3C)C2)cc1C (stereo not drawn)
  DENV2 CPE rescue: 11	FN deposition inh: .	miR122 inh: -2	PAX8 reporter: -16	CFTR F508del cor: -0.6	EWS-Fli inh: -1	GSIS activator: -6

COc1ccc2[nH]cc(CCNC(=S)NC3CCCC3)c2c1
  DENV2 CPE rescue: -3	FN deposition inh: -4	miR122 inh: .	PAX8 reporter: 1	CFTR F508del cor: 4.3	EWS-Fli inh: 9	GSIS activator: -7

O=C(c1cc(COc2ccc(F)c(F)c2)on1)N1CCOCC1
  DENV2 CPE rescue: -6	FN deposition inh: -4	miR122 inh: -5	PAX8 reporter: -84	CFTR F508del cor: 0.3	EWS-Fli inh: .	GSIS activator: -11

Carrying on:
SMILES | DENV2 CPE rescue | FN deposition inh | miR122 inh | PAX8 reporter | CFTR F508del cor | EWS-Fli inh | GSIS activator
Cc1ccc(OCc2cn3cccnc3n2)cc1 | . | 3 | . | -63 | . | . | 21
O=C(OCC(=O)N1CCc2ccccc2C1)c1ccc(F)cc1Cl | 1 | 2 | 7 | -26 | -3.3 | 4 | -5
Cc1cc(C)cc(OCc2nnc(SCC(=O)OC3CCCCC3)o2)c1 | . | -1 | -5 | . | . | . | -3
CC(C)C(NC(=O)c1ccccc1)C(=O)N1CCN(C/C=C/c2ccccc2)CC1 (stereo not drawn) | 3 | 13 | -6 | 11 | 1.3 | 5 | -22
COc1ccc2c3c(n(C)c2c1)[C@@H](CO)N(Cc1ccccc1F)CC31CCN(C(=O)C2CCC2)CC1 | -3 | . | . | . | 1.1 | 21 | -8
C[C@@H]1CN([C@H](C)CO)C(=O)CCCn2cc(nn2)CO[C@H]1CN(C)C(=O)CCCN(C)C | -1 | -2 | 0[16.7 µM] | . | 0.1 | -14 | 14
CCNC(=O)C[C@H]1CC[C@@H](NS(=O)(=O)c2ccc(C)cc2)[C@H](CO)O1 | -3 | . | . | -21 | 0.7 | -5 | 2
O=C([C@@H]1[C@@H](CO)[C@@H]2Cn3c(ccc(-c4ccccc4F)c3=O)[C@H]1N2C(=O)C1CCC1)N1CCCCC1 | -4 | . | . | -4 | . | -10 | -25
CCc1nc2c(OCC(N)=O)cccn2c1N(C)C(=O)c1cccs1 | 8 | -6 | -5 | 8 | 2.9 | -20 | 13
O=C(NCC1CCOCC1)c1ccc2nc(Cc3cccc(Cl)c3)oc2c1 | -1 | . | 2 | -117 | -3.5 | -45 | -10
CCOC(=O)Cn1nc(-c2ccccc2)c2ccccc2c1=O | 1 | . | . | . | -3.5 | -2 | 13
CCc1nc2cc(NC(=O)C3(C)CCCN(C(C)=O)C3)ccc2o1 (stereo not drawn) | 11 | 6 | . | -3 | -2.6 | -1 | 7

Complete entries from above:
CCc1nc2cc(NC(=O)C3(C)CCCN(C(C)=O)C3)ccc2o1 (stereo not drawn) is listed with DENV2 CPE rescue = 11; FN deposition inh = 6; miR122 inh = .; PAX8 reporter = -3; CFTR F508del cor = -2.6; EWS-Fli inh = -1; GSIS activator = 7
CC(C)C(NC(=O)c1ccccc1)C(=O)N1CCN(C/C=C/c2ccccc2)CC1 (stereo not drawn) is listed with DENV2 CPE rescue = 3; FN deposition inh = 13; miR122 inh = -6; PAX8 reporter = 11; CFTR F508del cor = 1.3; EWS-Fli inh = 5; GSIS activator = -22

The results go on.
SMILES | DENV2 CPE rescue | FN deposition inh | miR122 inh | PAX8 reporter | CFTR F508del cor | EWS-Fli inh | GSIS activator
Cc1ncc(CO)c2c1Oc1nc(-c3ccccc3)nc(SCC(=O)N(C)c3ccccc3)c1C2 | 4 | 2 | . | 29 | -4.1 | -11 | -11
COc1cc2nc(CN3CCN(S(=O)(=O)c4ccccc4C(F)(F)F)CC3)[nH]c(=O)c2cc1OC | . | -4 | 3 | 7 | -1.9 | 8 | .
CC(C)(C)C1CCc2onc(C(=O)NC3CCCC3)c2C1 (stereo not drawn) | 2 | . | 7 | . | 1.6 | -7 | -21
O=C(CSc1nnc(NC(=O)C2CC2)s1)NCc1ccccc1 | -4 | 6 | 0 | 4 | -0.6 | 2 | -18
COc1ccc(C2N(C(=O)C(F)(F)F)C(C)CN2S(=O)(=O)c2ccc(C)cc2)cc1 (stereo not drawn) | 3 | -7 | 1 | 24 | 2.2 | 0 | 4
CC1Oc2ccccc2N(CC(=O)NCc2ccccc2)C1=O (stereo not drawn) | -6 | 1 | . | -28 | -1.7 | -48 | 18
Cc1ccc(CNC(=O)Nc2ccc(F)cc2)n1C | 11 | -2 | 3 | 13 | -0.4 | 2 | -3
CCc1c(O)nc(SCC(=O)Nc2nc3ccccc3s2)n(C2CCCCC2)c1=O | -5 | 1 | 2 | 17 | . | 1 | -21
Clc1ccc(C#Cc2cccnc2)cc1 | . | -3 | -2 | -132 | 0.4 | -110 | 25
CCOc1ccc(Br)cc1C(=O)N/N=C/c1cccnc1 | -3 | -3 | 7 | -2 | 2.1 | -12 | 3
O=C(COc1ccccc1CNC[C@H]1O[C@@H](n2ccc(=O)[nH]c2=O)[C@H](O)[C@@H]1O)N1CCCCC1 | -3 | -6 | -3 | -16 | -1.8 | 6 | .
CCc1n[nH]c(=S)n1/N=C/C(C)=C\c1ccccc1 | 0 | 2 | . | -9 | -1.3 | 23 | 8
CC(C#N)(NC(=O)CN1CCN(S(=O)(=O)c2cc(C(F)(F)F)ccc2Cl)CC1)C1CC1 (stereo not drawn) | 1 | -11 | . | 11 | 3.1 | 1 | -11
C[C@H](CO)N1C[C@H](C)[C@@H](CN(C)S(=O)(=O)c2ccccc2)Oc2ccc(NS(=O)(=O)c3ccc(Cl)cc3)cc2CC1=O | -11 | . | -2[16.7 µM] | -3 | 3.0 | 1 | -10
COc1ccc(S(=O)(=O)N(C)C[C@H]2Oc3ccc(NS(=O)(=O)c4ccccc4)cc3CC(=O)N([C@@H](C)CO)C[C@H]2C)cc1 | -4 | . | 29[16.7 µM] | -17 | 0.9 | -2 | 1
O=C(C1CCC1)N1CC2(C1)[C@H](c1ccccc1)[C@H](CO)N2C(=O)c1ccccn1 | -13 | . | . | -1 | -1.1 | 2 | 17
COc1cc(/C=C2\C(=N)N3N=C(S(C)(=O)=O)SC3=NC2=O)cc(OC)c1OCCOc1cccc(C)c1 | -2 | -1 | . | -17 | 4.3 | -5 | -15
COc1cccc(NC(=O)C2CCCN(S(=O)(=O)c3cccc4nonc34)C2)c1 (stereo not drawn) | -2 | -15 | . | 5 | -3.1 | 7 | 2
Cc1noc(C)c1NC(=O)N(C)C[C@@H]1Oc2ccc(NC(=O)Nc3ccc(C(F)(F)F)cc3)cc2C(=O)N([C@H](C)CO)C[C@H]1C | -1 | -20 | 0[16.7 µM] | -28 | 4.8 | -1 | -3
COc1ccccc1/C=C1\SC(=S)N(CCC(=O)NCCCN2CCOCC2)C1=O | 4 | -4 | . | -2 | -0.3 | 6 | 1
C[C@@H]1CCCCO[C@H](CN(C)C(=O)Nc2ccc3c(c2)OCO3)[C@H](C)CN([C@H](C)CO)C(=O)c2cc(NC(=O)NC3CCCCC3)ccc2O1 | 41* | . | -13[16.7 µM] | -21 | 0.5 | 2 | 7

High-throughput results: PubChem BioAssay, Broad Institute
